Screening data as filed in PubChem.
mIAP act – activators of mouse IAP, primary screen, biochemical, luminescence, uHTS. AID 2805, 2010. activation factor at 10 µM. 330,000 tested, 0.24% active. muIAP, CDP-Star luminescence, 30 min; hits give high values; 1 = vehicle-only enzyme signal, 0 = enzyme-free wells. intestinal alkaline phosphatase [Mus musculus];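 active means activation factor of at least 2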; further: the source names both 10 and 20 µM as test concentration; values of inactives mirror those of a sister screen read the other way
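also added = chemiluminescent substrate CDP-Star | test system = mouse IAP enzyme | signal = chemiluminescence readout | compound = DMSO-dissolved test compounds | incubation = 30 min at room temperature | benchmarks = DMSO wells, no-enzyme wells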
TIM10 inh – growth inhibitors of isogenic TIM10 control yeast, primary screen, counter-screen for tim10-1 yeast inhibitor project, luminescence, uHTS; S. cerevisiae TIM10 strain growth, BacTiter-Glo luminescence, 24 h; 330,000 tested, 1.4% active; inhibition, % at 10 µM;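 active means inhibition of 40% or more at the single tested concentration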;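 further: wild-type TIM10 isogenic control strain grown at permissive 25 °C; 0% = DMSO yeast wells and 100% = minimal medium wells without yeast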
hIAP act – human IAP activators, primary screen, biochemical, luminescence, uHTS; purified human IAP, CDP-Star luminescence, 30 min; hits give high values; 1 = vehicle-only enzyme, 0 = enzyme-free background; activation factor at 10 µM; 330,000 tested, 0.16% active; AID 2524, 2010;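 active means activation factor of the enzyme at least 2-fold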; further: the source names both 10 and 20 µM as test concentration; values of inactives mirror those of a sister screen read the other way
Target sequence (P09923 whole entry, looked up): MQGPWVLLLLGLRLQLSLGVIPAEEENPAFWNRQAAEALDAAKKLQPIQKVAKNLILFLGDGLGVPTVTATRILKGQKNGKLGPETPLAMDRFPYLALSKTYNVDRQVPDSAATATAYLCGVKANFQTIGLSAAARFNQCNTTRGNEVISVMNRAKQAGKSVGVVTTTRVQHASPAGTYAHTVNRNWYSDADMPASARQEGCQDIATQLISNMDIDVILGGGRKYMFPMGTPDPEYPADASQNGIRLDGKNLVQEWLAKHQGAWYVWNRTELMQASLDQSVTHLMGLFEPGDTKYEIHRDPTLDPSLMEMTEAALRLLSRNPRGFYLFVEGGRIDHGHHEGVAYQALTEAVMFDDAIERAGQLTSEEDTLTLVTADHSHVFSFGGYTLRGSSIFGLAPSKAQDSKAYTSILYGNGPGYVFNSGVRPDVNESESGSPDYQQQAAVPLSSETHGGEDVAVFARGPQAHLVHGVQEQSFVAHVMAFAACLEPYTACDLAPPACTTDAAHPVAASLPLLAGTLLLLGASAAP
Apaf1 inhib – inhibitors of human Apaf-1 apoptosome, primary screen, biochemical, DEVD-Rh110 fluorescence, uHTS | reconstituted apoptosome caspase-3 activity | 330,000 tested, 0.71% active | AID 489030, 2010 | inhibition, % at 20 µM | Apoptotic protease-activating factor 1 (Homo sapiens), O14727; active means inhibition of at least 40% at 20 µM;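 further: plate controls were DMSO wells for no effect and DEVD-CHO caspase inhibitor wells for full effect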
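Material: reconstituted apoptosome with Apaf-1, cytochrome c, caspase-9, procaspase-3, dATP; medium: pH 7.5 Hepes buffer with CHAPS, BSA, DTT; also added: cytochrome c and DEVD-Rh110 substrate; timing: 30 min plus 50 min, RT; signal: Rh110 fluorescence intensity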
mIAP inh – inhibitors of mouse IAP, primary screen, biochemical, luminescence, uHTS; intestinal alkaline phosphatase [Mus musculus]; purified mouse IAP, CDP-Star luminescence, 30 min; inhibition, % at 10 µM; 330,000 tested, 0.2% active; AID 2806, 2010;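 active means inhibition of at least 40% at 10 µM in the primary screen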;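 further: plate controls were DMSO with enzyme for no effect and no enzyme wells for full effect; values of inactives mirror those of a sister screen read the other way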
ATG4B inhibitor – ATG4B protease inhibitors, primary screen, biochemical, fluorescence, uHTS; ATG4B cleavage of LC3-PLA2, NBD-HPC fluorescence, 1 h; inhibition, % at 8.33 µM; 340,000 tested, 0.51% active; in the data active means inhibition above about 40%
Target sequence (Q9Y4P1 whole entry, looked up): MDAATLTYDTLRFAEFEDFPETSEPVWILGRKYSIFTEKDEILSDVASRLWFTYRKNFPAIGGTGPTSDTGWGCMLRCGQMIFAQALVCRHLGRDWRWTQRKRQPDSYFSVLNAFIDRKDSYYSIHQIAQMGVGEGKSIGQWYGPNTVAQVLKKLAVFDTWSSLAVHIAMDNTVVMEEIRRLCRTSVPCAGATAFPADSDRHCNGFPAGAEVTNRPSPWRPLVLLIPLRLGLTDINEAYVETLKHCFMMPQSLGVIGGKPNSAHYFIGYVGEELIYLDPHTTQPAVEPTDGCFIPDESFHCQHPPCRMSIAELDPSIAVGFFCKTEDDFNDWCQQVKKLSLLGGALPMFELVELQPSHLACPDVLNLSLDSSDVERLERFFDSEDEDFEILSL
NLRP3 yeast inh – NALP3 inflammasome inhibitors in reconstituted yeast, primary screen, luminescence, uHTS. AID 2825, 2010. Yeast reconstituted NLRP3/ASC/caspase-1, beta-gal luminescence, 24 h. 330,000 tested, 0.39% active. inhibition, % at 10 µM;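 active means inhibition of 50% or more; inactive means inhibition below 50%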;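 further: plate controls were induced DMSO wells for no effect and uninduced yeast grown without galactose for full effect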
tim10-1 inh – growth inhibitors of tim10-1 mutant yeast, primary screen, luminescence, uHTS. S. cerevisiae tim10-1 ts strain growth, BacTiter-Glo, 24 h. inhibition, % at 20 µM. 330,000 tested, 2.2% active;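 active means inhibition of at least 40%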;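 further: mutant grown at 25 °C; 0% = DMSO wells with yeast and 100% = wells holding no yeast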
hIAP inh – human IAP inhibitors, primary screen, biochemical, luminescence, uHTS | purified IAP, CDP-Star luminescence, 30 min | Intestinal-type alkaline phosphatase (Homo sapiens), P09923 | inhibition, % at 10 µM | 330,000 tested, 0.12% active | AID 2544, 2010;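 active means inhibition reaching a set limit with compound at 10 µM in the primary screen, cut at about 35% in these data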;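 further: plate controls were DMSO wells with enzyme for no effect and no-enzyme buffer wells for full effect; values of inactives mirror those of a sister screen read the other way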
Active calls of the source: *; x = no result given. No enrichment for hits; any-hit rate near 4.5%.

Each structure is followed by: mIAP act	TIM10 inh	hIAP act	Apaf1 inhib	mIAP inh	ATG4B inhibitor	NLRP3 yeast inh	tim10-1 inh	hIAP inh
> COc1ccc(NC(=O)COc2ccccc2C#N)c(S(=O)(=O)N2CCCCC2)c1
→ 1.1	-18	1.1	6	-6	3	3	-14	-11
> Cc1ccc(NC(=O)COC(=O)/C=C/c2cccs2)c(C)c1
→ 1	15	0.98	-10	-3	-4	17	9	2
> Cc1cc(C)c(-c2cc(NC(=O)CSc3n[nH]c(N)n3)n(-c3ccccc3)n2)cc1C
→ 0.93	6	1.5	10	7	-3	6	25	-47
> COc1ccc(Nc2ccc(N3C(=O)CC(C)C3=O)cc2[N+](=O)[O-])cn1 (centres undefined)
→ 0.86	1	0.83	-22	14	1	12	5	17
> Cc1nc(CCNC(=O)CC2C(=O)NCCN2Cc2ccc(F)cc2)sc1C (centres undefined)
→ 0.96	-14	1	5	4	9	16	0	-4
> O=[N+]([O-])C(=C1Nc2ccccc2N1)/C(Cl)=C(/Cl)Br
→ 0.88	57*	0.99	-7	12	-5	-8	26	1
> Cc1cccc(N2CCN(C(=O)CNC(=O)C3CCCCC3)CC2)c1C
→ 0.95	-8	1.3	11	4	0	29	-8	-26
> Cc1onc(-c2ccccc2Cl)c1C(=O)Nc1cnn(Cc2ccccc2)c1
→ 1.1	-3	0.98	5	-8	-1	3	23	2
> COc1ccccc1C1C2=C(CC(C)(C)CC2=O)Nc2nnnn21 (centres undefined)
→ 0.97	-8	1.2	3	3	3	12	-10	-25
> O=C(c1ccc(CS(=O)(=O)c2c(Cl)cccc2Cl)o1)N1CCCC1
→ 1.1	3	0.83	-4	-5	2	-9	4	17
> Cc1ccc(S(=O)(=O)N2CCOCC2)cc1C(=O)NC1CCCCCC1
→ 0.97	-5	1	7	3	-1	-5	8	-2
> COc1ccc(OC)c(C2=NOC(C(=O)Nc3cc(C)on3)C2)c1 (centres undefined)
→ 0.97	3	1	7	3	3	-3	14	-3
> COc1ccc(NC(=O)C2CCC(CNC(=O)[C@@H]3Cc4ccccc4CN3)CC2)cc1 (some centres undefined)
→ 0.99	-13	0.88	12	1	-7	-2	21	12
> Cc1nc2sccn2c(=O)c1S(=O)(=O)NC(C)c1ccccc1 (centres undefined)
→ 1.1	4	0.98	15	-11	-4	-12	19	2
> COc1cc(/C=N\Nc2nncn2N)ccc1OC(C)=O
→ 0.94	6	0.78	-12	6	2	6	0	22
> CCOC(=O)C1(c2ccccc2)NC(c2ccccc2C)C2C(=O)N(c3ccc4c(c3)OCO4)C(=O)C21 (centres undefined)
→ 1.1	23	0.99	17	-13	-9	-12	35	1
> Cc1cccc(NC(=O)Nc2cc(C)cc(C)n2)c1
→ 0.95	11	0.98	-6	5	-6	8	15	2
> Cc1ccc(N2C(=O)NC(C(F)(F)F)(C(F)(F)F)C3=C2CC(C)(C)CC3=O)cc1
→ 1	18	0.91	0	0	-2	2	7	9
> O=C(Nc1ccccc1N1CCOCC1)c1cc(Cl)c2c(c1)OCO2
→ 1	10	1.1	7	-2	-2	25	19	-13
> CCCCn1c(N)c(N(CC(C)C)C(=O)C2=NN(c3ccccc3)C(=O)CC2)c(=O)[nH]c1=O
→ 1	13	0.97	4	-1	-2	2	0	3
> CCC1=NN2C(=N)/C(=C\c3ccc(OCCOc4ccc(NC(C)=O)cc4)c(OC)c3)C(=O)N=C2S1
→ 0.97	3	0.95	5	3	-1	8	-6	5
> CCC(C(=O)NCCc1ccc(C)cc1)n1nc(C)c2c(C)n(-c3ccccc3)nc2c1=O (centres undefined)
→ 0.98	2	1.1	10	2	-3	3	12	-12
> CCCn1c(=O)[nH]c2ccccc21
→ 1	7	1.1	2	-2	-10	-2	9	-6
> CC(=O)c1cccc(N(CC(=O)NCC2CCCO2)C(=O)CCC(=O)Nc2cc(C)on2)c1 (centres undefined)
→ 1	-8	1	-1	-3	-15	15	4	-2
> COCCNC(=O)c1snc2ccc(Cl)cc12
→ 1	5	0.68	-26	-1	-8	9	-7	32
> CN(C)S(=O)(=O)c1ccc(C(=O)Nc2cc(S(=O)(=O)Nc3ccccc3Cl)ccc2N2CCCCC2)cc1
→ 0.98	-3	1.3	-8	2	-5	6	28	-26
> O=C(O)c1cc(Br)ccn1
→ 0.89	0	1.2	-14	11	5	0	3	-24
> O=S(=O)(c1ccc(Cl)s1)N1CCN(CCc2ccccc2)CC1
→ 1	13	1.1	16	-5	5	60*	33	-7
> O=C(O)c1cc(-c2ccc(Cl)cc2)n[nH]1
→ 1	-12	0.99	-1	-1	3	0	-1	1
> COc1ccc2c(CC(=O)OCC(=O)NC(N)=O)coc2c1
→ 1	-14	1.1	-13	-1	6	16	-2	-9

Going on with the list.
Each structure is followed by: mIAP act	TIM10 inh	hIAP act	Apaf1 inhib	mIAP inh	ATG4B inhibitor	NLRP3 yeast inh	tim10-1 inh	hIAP inh
> CCOC(=O)C1CCCN(C(=O)c2cc3nc(-c4ccc5c(c4)OCO5)cc(C(F)(F)F)n3n2)C1 (centres undefined)
→ 1	16	1.1	5	-3	-7	3	1	-7
> COc1ccccc1C1=CN(Cc2ccccc2)CCC1=O
→ 1.1	6	0.85	6	-5	6	13	3	15
> COc1ccc(CCN(Cc2cccs2)S(=O)(=O)c2ccc(S(=O)(=O)N3CCC(C)CC3)cc2)cc1OC
→ 0.98	-5	1	2	2	32	-14	5	-1
> CC(=O)c1ccc(NS(=O)(=O)c2ccc(N)cc2)cc1
→ 0.9	3	0.85	-12	10	15	1	8	15
> COc1ccc(CC(=O)Nc2nc(-c3ccncc3)cs2)cc1
→ 1.1	16	1.1	19	-13	-7	-8	36	-10
> CCCc1oc2c(c(=O)c1CC)C(=O)CC(C)(C)C2
→ 0.98	-10	1.1	-6	2	-9	8	9	-9
> Cn1ccnc1C1CCCCN1Cc1nc(-c2ccc(Cl)cc2)no1 (centres undefined)
→ 0.99	-4	1	-19	1	0	2	2	-2
> CC(CCN1C(Nc2ccccc2)=NC[C@@H]1Cc1ccccc1)c1ccccc1 (some centres undefined)
→ 1	7	0.96	8	-1	-8	19	19	4
> Cc1cc(C(=O)OC(C)C(=O)N2CCc3ccccc32)ccc1[N+](=O)[O-] (centres undefined)
→ 0.96	-33	1.1	20	4	6	18	-4	-7
> O=C(Nc1ccccc1Cl)c1cc(S(=O)(=O)N2CCCCC2)ccc1N1CCOCC1
→ 1.1	10	0.92	24	-5	-4	10	27	8
> CCOC(=O)N1CCC(NCCNC(=O)c2ccc(F)cc2)CC1
→ 0.92	3	0.95	5	8	5	15	1	5
> CCOC(=O)c1ccc(CNC(=O)C2CCC(=O)N(CCc3ccccc3)C2)o1 (centres undefined)
→ 1	-3	0.92	1	-5	2	9	-12	8
> Cc1cccc(-c2nnc(SCC#N)n2-c2cccc(Cl)c2)c1
→ 1.1	8	1.1	17	-6	-7	-16	19	-13
> Cc1ccc(NC(=O)CCSc2nnc3ccccn23)cc1
→ 0.99	-26	1	-5	1	-1	9	3	0
> Cc1[nH]c2ccccc2c1C(=O)COC(=O)c1ccccc1O
→ 1	-6	1.2	2	-2	1	12	-6	-18
> CC(Oc1ccc2c3c(c(=O)oc2c1)CCCC3)C(=O)NCC(O)c1ccccc1 (centres undefined)
→ 1	-5	1.1	-1	-1	0	11	14	-8
> Cc1ccc(C(C)C)cc1OCCCCN1CCCC1
→ 1	-14	0.95	-1	0	6	23	-28	5
> NC(=O)c1ccsc1N
→ 0.83	3	1.1	0	17	x	25	-3	-15
> CCc1nc(C(N)=O)c2[nH]c(=O)n(-c3ccc(OC)cc3OC)c2n1
→ 1	15	1.1	10	-1	2	13	-8	-10
> Cc1cc(C)nc(N/N=C/C2=C(N3CCOCC3)C(=C\c3ccc(Cl)cc3)/CC2)n1
→ 0.83	30	0.91	1	17	-7	25	27	9
> N#Cc1c(N)n(CCNC(=O)c2ccc(Cl)cc2)c2nc3ccccc3nc12
→ 1.2	10	1.1	67*	-18	-26	25	2	-12
> CC1(C)CC(O)C(CCC(O)c2ccccc2)C(C)(C)N1 (centres undefined)
→ 1	-7	1.1	0	-1	2	12	1	-9
> CCCNS(=O)(=O)c1ccc2c(c1)CCCN2C(C)=O
→ 0.98	0	0.84	-4	2	-5	12	7	16
> COc1nc(C)ccc1-c1noc(-c2cccnc2)n1
→ 1	0	1.1	0	-1	1	25	5	-6
> C=CCOn1c(=O)c(=O)n(OCc2ccccc2)c2ccccc21
→ 0.78	-2	0.97	13	22	-17	14	33	3
> C=CCOC(=O)COc1ccc2c(C)c(CC)c(=O)oc2c1
→ 1.1	14	1.1	0	-6	1	-1	25	-11
> CC1CCCC(NC(=O)COC(=O)Cc2cn3ccsc3n2)C1C (centres undefined)
→ 0.94	9	1.3	8	6	-4	-10	11	-32
> O=C(NC1CCCC1)C(c1ccsc1)N(C(=O)Cc1cccs1)c1ccccc1 (centres undefined)
→ 1.1	5	1.1	4	-10	-4	8	7	-8
> CCNC(=O)CC1C(=O)N(c2ccccc2)C(=O)N1CCc1ccc(OC)c(OC)c1 (centres undefined)
→ 1.1	6	1	-9	-7	4	1	3	-1
> COc1cc(-c2nc(N)n[nH]2)cc(OC)c1OC
→ 0.95	20	0.86	-2	4	-9	1	13	14

Next compounds
Each structure is followed by: mIAP act	TIM10 inh	hIAP act	Apaf1 inhib	mIAP inh	ATG4B inhibitor	NLRP3 yeast inh	tim10-1 inh	hIAP inh
> Cc1cnc(C(=O)Nc2ccc(N3CCOCC3)cc2)cn1
→ 0.96	5	0.9	-17	4	14	-1	0	10
> Cc1ccc(N2CCN(C(=S)c3ccc(-c4ccccc4[N+](=O)[O-])o3)CC2)cc1
→ 0.77	20	0.9	16	23	-7	11	13	10
> CCCN1CCN(CCCNC(=O)c2cc3c(=O)[nH]c4ccc(C)cc4c3s2)CC1
→ 0.95	-11	1.1	1	5	-3	10	-6	-5
> Cc1cccc(OCC(=O)Nc2ccc3c(c2)nc(CCN2CCN(c4ccccn4)CC2)n3C)c1
→ 1	4	1.5	16	-1	-15	27	19	-47
> COC(=O)c1c(C)[nH]c(C)c1-c1ccccc1Cl
→ 1.1	11	0.98	7	-13	-7	8	9	2
> CCOc1ccc(S(=O)(=O)NCCc2ccccn2)cc1
→ 0.95	-14	1	1	5	-11	15	-9	-4
> COC(=O)c1cccc(COC(=O)CNC(=O)c2ccco2)c1
→ 1	-6	1.2	-5	-2	0	-2	4	-18
> Cc1cccc(Nc2ccccc2C(=O)NCc2ccco2)c1C
→ 1	23	1	12	-5	-4	0	30	0
> CC(C)Nc1nc2ccccc2c(=O)[nH]1
→ 0.98	21	1	-3	2	13	6	-2	-4
> CCn1c(Cc2ccc(OC)cc2)nnc1SCc1nc2ccccc2c(=O)[nH]1
→ 1	18	1	-4	0	-5	0	13	-2

Quoted from the listing.
For mIAP act, CCOc1ccc(S(=O)(=O)NCCc2ccccn2)cc1 has the entry 0.95
For Apaf1 inhib, CC(C)Nc1nc2ccccc2c(=O)[nH]1 has the entry -3
